From PubChem
AmpC inh no detg – blocks E. coli AmpC beta-lactamase in detergent-free assay; P00811; Potency, µM (top dose mostly 57.1 µM), inactives show at the highest dose activity change, negative = inhibition, usual class: inhibitors; AmpC nitrocefin hydrolysis, absorbance 480 nm, 0.0001% Triton; hit rate 0.52% among 330,000;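 further: potency means the concentration at half of the fitted maximal effect; plate controls were no compound for no effect and no enzyme for full effect; nearly all actives have a fitted effect of over 20% in size; some results filed as inactive show a strong effect at the top dose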
Target sequence (P00811 whole entry, looked up): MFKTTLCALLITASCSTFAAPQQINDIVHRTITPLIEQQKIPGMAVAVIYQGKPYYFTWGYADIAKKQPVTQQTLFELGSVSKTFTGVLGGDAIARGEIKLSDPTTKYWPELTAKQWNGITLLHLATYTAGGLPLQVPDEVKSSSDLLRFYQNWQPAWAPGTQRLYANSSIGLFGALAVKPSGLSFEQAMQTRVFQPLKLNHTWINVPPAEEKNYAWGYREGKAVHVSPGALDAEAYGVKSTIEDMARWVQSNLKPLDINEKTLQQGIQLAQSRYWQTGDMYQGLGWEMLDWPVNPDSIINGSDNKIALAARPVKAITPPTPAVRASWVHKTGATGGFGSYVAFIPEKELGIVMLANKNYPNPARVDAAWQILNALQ
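20 mM phosphate pH 7.0 + 0.01% (detergent screen) or 0.0001% Triton X-100; 5.3 nM AmpC reagent; cpd preinc 15 min RT; nitrocefin (800 uM stock) to start; A480 q20 s × 4 min; Activity was normalised to no-enzyme and no-compound control wells.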
AMA1 RON2 block – AMA1-RON2 (P. falciparum) interaction inhibition. AlphaScreen AMA1-biotinylated RON2 peptide binding. Potency, µM (highest dose often 58.2 µM), for inactives: at the top dose activity change, negative = inhibition, most hits filed as inhibitors. hit rate 0.2% among 360,000. AID 720542;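 further: potency means the concentration at half of the fitted maximal effect; 0% = vehicle wells and -100% = peptide control; nearly all actives have a fitted effect of over 45% in size; some results filed as inactive show a strong effect at the top dose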
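AMA1 (3D7) with his tag at 25 nM final met compounds first, then biotinylated RON2 peptide at 25 nM; detection used donor plus acceptor beads, 10 µg/mL apiece, read by AlphaScreen after 30 min at room temperature.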
Sm TGR inh – inhibitors of Schistosoma mansoni thioredoxin glutathione reductase. purified TGR, DTNB reduction, TNB absorbance 405 nm. hit rate 3% among 360,000. Potency, µM (highest dose often 114 µM), without a hit: top-dose activity change, negative = inhibition, most hits filed as inhibitors; further: potency means the concentration at half of the fitted maximal effect; nearly all actives have a fitted effect of over 60% in size
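First, TGR (20 nM dispensed) and NADPH were mixed with compound. Second, a 15 min room-temperature incubation followed. Third, further NADPH and then DTNB were added to start the reaction. Finally, TNB absorbance was monitored kinetically.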
TbPYK inhibitor – T. brucei pyruvate kinase inhibition; Q57TT1; TbPYK enzyme, Kinase-Glo Plus ATP luminescence, 45 min; Potency, µM (titrated, usually from 76.8 µM), for the others: at the top dose activity, negative = inhibition, hits mostly inhibitors; hit rate 0.12% among 410,000; further: potency means the concentration at half of the fitted maximal effect; nearly all actives have a fitted effect of over 50% in size
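TbPYK + substrate in 50 mM TEA pH 7.2, 100 mM KCl, 10 mM MgCl2, 0.05% BSA, 0.01% Tween-20; cpd pinned; ADP 130 uM final; 45 min RT; Kinase-Glo Plus 10 min; luminescence endpoint.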
HCMV antiviral – inhibitors of human cytomegalovirus; HFF cells, HCMV-luciferase reporter, 72 h; hits give low values; activity change, negative = inhibition, % at 57.5 µM; hit rate 4.5% among 410,000; in the data active means activity change below about -60%; inconclusive means no clear call, values can overlap the other calls; inactive means above about -39%
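HFF cells seeded 16 h at 37C, treated with compounds, infected with luciferase-reporter HCMV at MOI 1 PFU/cell; luciferase read at 72 h post infection, normalized to buffer-only and Salinomycin controls.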
LmPK inhibitor – blocks Leishmania mexicana pyruvate kinase activity; Q27686; purified LmPK, Kinase-Glo ATP luminescence, 1 h; Potency, µM (highest dose often 57.5 µM), for inactives: at the highest dose activity change, negative = inhibition, usual class: inhibitors; hit rate 0.37% among 290,000; AID 1721; further: potency means the concentration at half of the fitted maximal effect
Target sequence (Q27686 whole entry, looked up): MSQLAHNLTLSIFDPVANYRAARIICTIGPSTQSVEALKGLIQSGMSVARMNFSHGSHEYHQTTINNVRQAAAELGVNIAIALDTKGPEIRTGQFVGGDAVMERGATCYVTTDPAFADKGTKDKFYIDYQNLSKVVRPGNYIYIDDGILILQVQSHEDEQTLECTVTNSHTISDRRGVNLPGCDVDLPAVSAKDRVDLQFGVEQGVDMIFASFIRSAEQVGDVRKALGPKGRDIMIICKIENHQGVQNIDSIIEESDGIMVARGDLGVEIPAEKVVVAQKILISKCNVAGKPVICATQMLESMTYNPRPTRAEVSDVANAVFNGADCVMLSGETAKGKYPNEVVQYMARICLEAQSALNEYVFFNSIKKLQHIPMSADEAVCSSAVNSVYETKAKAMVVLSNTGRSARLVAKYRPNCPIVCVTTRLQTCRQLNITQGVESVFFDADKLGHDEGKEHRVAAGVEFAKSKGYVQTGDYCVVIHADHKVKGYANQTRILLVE
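Pyruvate kinase activity monitored as ATP production (luciferase luminescence). Conditions: 0.1 nM enzyme, 0.5 mM PEP, 0.1 mM ADP, 1 h, RT; normalized against uninhibited and no-enzyme wells.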
AmpC detergent – blocks E. coli AmpC beta-lactamase in detergent assay. P00811. AmpC hydrolysis of nitrocefin, absorbance 480 nm, 0.01% Triton. Potency, µM (highest dose often 114 µM), for inactives: at the top dose activity change, negative = inhibition, usual class: inhibitors. hit rate 0.041% among 370,000. AID 485294;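 further: potency means the concentration at half of the fitted maximal effect; 0% = no-compound wells and -100% = no-enzyme wells; nearly all actives have a fitted effect of over 25% in size; some results filed as inactive show a strong effect at the top dose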
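20 mM phosphate pH 7.0 + 0.01% (detergent screen) or 0.0001% Triton X-100; 5.3 nM AmpC reagent; cpd preinc 15 min RT; nitrocefin (800 uM stock) to start; A480 q20 s × 4 min; Activity was normalised to no-enzyme and no-compound control wells.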
* = called active by the depositor; ? = inconclusive; . = no result given; & = joins results of further samples; [ ] = remark or other dose. Unless noted, the call rests on the fitted dose curve; in most records, active means well fitted curve in the direction sought with a large enough effect; inconclusive means small, poorly fitted or top-dose-only effect, or another doubt; inactive means no such curve, though single readings can be large; an effect the other way counts as inactive or inconclusive. Unless noted, on the % scale 0 is the no-effect control and ±100 the full control effect.

#	SMILES	Sm TGR inh	HCMV antiviral	LmPK inhibitor	AMA1 RON2 block
1	COc1ccc(NC(=O)COc2ccc(C(=O)c3ccc(F)cc3)cc2)cc1S(N)(=O)=O	2%	?	-2%	-2%
2	CCN(CC)CCn1c2c(c(SCC(=O)Nc3nc4ccc(C)cc4s3)nc1=O)CCC2	-1%	6	.	5%
3	COc1ccc(-c2oc(NC(=O)CSc3ncn[nH]3)c(C#N)c2-c2ccc(OC)cc2)cc1	-31%	-14	5%	35%[activator]
4	COc1cc(CNC(=O)c2ccc3oc(C(C)C)nc3c2)cc(OC)c1	-11%	-7	2%	7%
5	COc1ccc(CN2CCC(C(=O)Nc3ccc(Oc4ccccc4)nc3)CC2)cc1F	-19%	-70*	0%	3%
6	Cc1cccc(CSc2nc(=O)c3c(n2C)NC(=O)CC3c2cc(F)cc(F)c2)c1 (stereo not drawn)	0%	-1	.	.
7	CCn1c2ccccc2c2cc(NC(=O)CSc3nnc(-c4ccccc4OC)n3N)ccc21	3%	-16	0%	-11%
8	CC1(C)C(C#N)=C(N)Oc2c1c(=O)oc1ccccc21	9%	-34	2%	-6%
9	COc1ccccc1COc1ccc2c(C)c(CC(=O)O)c(=O)oc2c1C	-1%	26	-1%	-10%
10	CCc1ccc(-c2nc(CN3CCC(C(=O)NCc4ccco4)CC3)c(C)o2)cc1	4%	-7	7%	-7%

#	AmpC inh no detg	TbPYK inhibitor	AmpC detergent
1	56%	0%	?
2	-4%	-10%	?
3	-55%	0%	?
4	11%	-2%	-12%
5	32%	2%	-14%
6	.	1%	-3%
7	38%	2%	-18%
8	-33%	4%	4%
9	-12%	-4%	4%
10	108%[activator]	5%	6%

One compound at a time (already shown). Order of screens: Sm TGR inh | HCMV antiviral | LmPK inhibitor | AMA1 RON2 block | AmpC inh no detg | TbPYK inhibitor | AmpC detergent
Listed for CCc1ccc(-c2nc(CN3CCC(C(=O)NCc4ccco4)CC3)c(C)o2)cc1 = 4% | -7 | 7% | -7% | 108%[activator] | 5% | 6%
Listed for CC1(C)C(C#N)=C(N)Oc2c1c(=O)oc1ccccc21 = 9% | -34 | 2% | -6% | -33% | 4% | 4%

Next records:
#	SMILES	Sm TGR inh	HCMV antiviral	LmPK inhibitor	AMA1 RON2 block
11	CC1(C)CC2CC(C)(CN2C(=O)COC(=O)c2cncc(Br)c2)C1 (stereo not drawn)	2%	-27	.	-8%
12	Cc1cccc(/C=C/c2onc(C)c2S(=O)(=O)N2CCC(C(=O)N3CCC(C)CC3)CC2)c1	-12%&10%	-13&0	8%	3%
13	Cc1ccc2oc(-c3ccc(Cl)c(NC(=O)Cc4ccccc4)c3)nc2c1	24%	37	.	.
14	COc1ccc(Cc2c(Cl)ncnc2Cl)cc1	-1%	-15	0%	40%[activator]
15	O=C(Nc1cccc(S(=O)(=O)C(F)F)c1)c1ccc(Cl)c(S(=O)(=O)N2CCOCC2)c1	-6%	?	8%	-18%
16	CCc1c(C)nc2cc(-c3cc(OC)cc(OC)c3)nn2c1N1CCN(CCN2CCOCC2)CC1	-11%	20	0%	-5%
17	CCCCN(Cc1cc2cc(OC)ccc2[nH]c1=O)C(=O)COc1ccccc1	.	-34	.	-10%
18	CC(=O)c1ccc(NC(=O)CSc2nnc(NC(=O)c3ccco3)s2)cc1	-7%	.	-12%	13%
19	Cc1cccc(-c2nc(CCNC(=O)COc3ccccc3)cs2)c1	4%	1	.	.
20	CCOC(=O)c1nnc(-c2ccccc2)nc1NCc1ccccc1	2%	-13	4%	-16%

#	AmpC inh no detg	TbPYK inhibitor	AmpC detergent
11	27%	1%	0%
12	-3%	0%	2%&4%
13	.	1%	4%
14	-11%	-6%	-6%
15	-44%	?	-11%
16	46%[activator]	12%	-2%
17	.	-2%	.
18	-5%	-4%	-2%
19	.	0%	3%
20	75%[activator]	2%	?

#	SMILES	Sm TGR inh	HCMV antiviral	LmPK inhibitor	AMA1 RON2 block
21	Cc1ccc(C2=NN(C(=O)CCl)C(c3ccco3)C2)o1 (stereo not drawn)	7.1µM*	-100*	1%	3%
22	O=C(CN1CCN(S(=O)(=O)c2cccc(F)c2)CC1)Nc1ccnn1C1CCCC1	-7%	-16	.	15%
23	CCOc1ccc(OCC(=O)N(CCC2=CCCCC2)c2c(N)n(Cc3ccccc3)c(=O)[nH]c2=O)cc1	-5%	-84*	.	.
24	CC[n+]1c(/C=C2/C=C(C)CC(C)(C)C2)sc2ccc(OC)cc21	18µM*	-87*	-5%	?
25	CC(=O)[C@@H]1[C@@H](C(=O)c2ccccc2)[C@]2(C(=O)Nc3ccccc32)[C@H]2C=Cc3cc(F)ccc3N12	-21%	15	4%	-10%[2.32 µM]
26	CCNS(=O)(=O)c1ccc(NC(=O)c2ccccc2)cc1	0%	58	-3%	29%
27	COc1ccc(NC(=O)c2cc3cc(OC)ccc3oc2=N)cc1	-4%	0	0%	-6%
28	COc1ccc(S(=O)(=O)NCCc2csc3nc(-c4ccccc4)nn23)cc1OC	-32%	13	.	.
29	COc1cc(C(=O)NC(=S)Nc2ccc(Cl)c(C(=O)O)c2)cc(OC)c1OC	40µM*	19	1%	2%
30	CCCSc1nsc(NC(=O)C(c2ccccc2)c2ccccc2)n1	5%	.	5%	-4%

#	AmpC inh no detg	TbPYK inhibitor	AmpC detergent
21	-1%	5%	-9%
22	14%	-4%	-1%
23	-29%	.	?
24	50%	-36%	2%
25	25%	-13%	?
26	-20%	-2%	1%
27	-9%	-1%	-10%
28	.	-1%	0%
29	-16%	0%	-9%
30	-50%	-6%	11%

#	SMILES	Sm TGR inh	HCMV antiviral	LmPK inhibitor	AMA1 RON2 block
31	Cc1cc2oc(C(=O)Nc3ccc(S(N)(=O)=O)cc3)c(C)c2cc1Cl	-4%	-13	9%	1%
32	Cc1ccc2oc(-c3cccc(N)c3)nc2c1	-2%	155	-22%	-24%
33	CCOC(=O)c1nnn(-c2nonc2N)c1-c1ccc(F)cc1	-7%	8	6%	0%
34	COc1ccccc1OCc1nnc(SCC(=O)Nc2ccc(C)cc2)n1C	0%	1	-3%	9%
35	Cc1ccc2nc3c(cc(C#N)c(=O)n3CC3CCCO3)c(=O)n2c1 (stereo not drawn)	?	.	1%	.
36	CC(C)C(=O)Nc1ccc2c3c(cccc13)CC2	-20%	-11	1%	-9%
37	CCOC(=O)CSC1=NC(=O)/C(=C/c2ccc(OC)cc2)S1	6.3µM*	.	-24%	-1%
38	c1ccc(-c2nc3ccccn3c2NCc2ccc3c(c2)OCO3)cc1	2%	26	7%	-6%
39	CC(C)c1ccc(C2CC(=O)N3CN(C)CSC3=C2C#N)cc1 (stereo not drawn)	-29%	.	-4%	5%
40	CCOc1ccc(NC(=O)Cc2coc3ccc(C)cc23)cc1	6%	-8	.	.

#	AmpC inh no detg	TbPYK inhibitor	AmpC detergent
31	-8%	-3%	-7%
32	14%	-12%	1%
33	146%[activator]	4%	2%
34	113%[activator]	-4%	-17%
35	-9%	.	-9%
36	-14%	7%	?
37	-32%	-14%	-7%
38	-30%	-9%	-2%
39	-23%	?	?
40	.	2%	12%

Some of these compounds in order of count of non-hydrogen atoms, ascending:
#	SMILES	Sm TGR inh	HCMV antiviral	LmPK inhibitor	AMA1 RON2 block
39	CC(C)c1ccc(C2CC(=O)N3CN(C)CSC3=C2C#N)cc1 (stereo not drawn)	-29%	.	-4%	5%
9	COc1ccccc1COc1ccc2c(C)c(CC(=O)O)c(=O)oc2c1C	-1%	26	-1%	-10%
2	CCN(CC)CCn1c2c(c(SCC(=O)Nc3nc4ccc(C)cc4s3)nc1=O)CCC2	-1%	6	.	5%

#	AmpC inh no detg	TbPYK inhibitor	AmpC detergent
39	-23%	?	?
9	-12%	-4%	4%
2	-4%	-10%	?

Further results follow.
#	SMILES	Sm TGR inh	HCMV antiviral	LmPK inhibitor	AMA1 RON2 block
41	COc1ccc2[nH]c3c(c2c1)CCN1C(=O)C(CC(=O)NCc2ccc(OC)c(OC)c2)C[C@H](C(=O)N2CCCCC2)[C@@]31CCc1ccccc1 (stereo partly drawn)	.	?	.	?
42	Cc1cc(NS(=O)(=O)c2ccc(NC(=S)NC(=O)c3ccccc3)cc2)no1	50µM*	70	0%	15%
43	CC(Sc1nnc(C2CC2)n1-c1ccccc1)C(=O)N1CCCC1 (stereo not drawn)	32µM*	-17	.	-3%
44	Cc1cc2oc(=O)cc(CN3CCCCC3C)c2c(C)c1Cl (stereo not drawn)	0%	-27	7%	-2%
45	Cc1oc2ccc(O)c(CN3CCCCC3)c2c1C(=O)Nc1cccc(C(F)(F)F)c1	9%	-76*	.	.
46	COc1ccc(S(=O)(=O)n2cnc3cc(C)c(C)cc32)cc1C	-4%	?	3%	5%
47	CC(C)C[C@@H]1COc2cc(N3CCSCC3)ccc2S(=O)(=O)N1	.	-18	.	9%
48	CC(=O)c1sc(NC(=O)c2ccccc2F)nc1-c1ccccc1	-1%	124	8%	-1%
49	CCOc1ccccc1NC(=O)c1ccc2c(c1)C(=O)N(CC)C2=O	0%	-15	3%	-14%
50	CCCCOC(=O)Nc1nc2ccccc2s1	8%	64	-4%	-1%

#	AmpC inh no detg	TbPYK inhibitor	AmpC detergent
41	210%[activator]	5%	.
42	-30%	-3%	-7%
43	1%	-19%	-1%
44	-21%	5%	?
45	.	-12%	4%
46	-15%	5%	2%
47	.	-2%	.
48	-6%	-2%	2%
49	-9%	2%	-1%
50	-9%	-8%	1%

#	SMILES	Sm TGR inh	HCMV antiviral	LmPK inhibitor	AMA1 RON2 block
51	Cc1nn(CC(=O)NCCN2CCOCC2)c(C)c1[N+](=O)[O-]	3%	-8	2%	7%
52	CCc1sc(N(C(=O)Cc2ccccc2)c2ccc(F)cc2)nc1-c1ccccc1	1%	-15	7%	-1%
53	O=C(CCn1ccc2cc(S(=O)(=O)N3CCCC3)ccc21)NCc1ccccc1Cl	-1%	2	.	.
54	CCC(=O)NCCc1nc2cc(NC(=O)c3ccc(Cl)cc3)ccc2n1C	-14%	6	-2%	14%

#	AmpC inh no detg	TbPYK inhibitor	AmpC detergent
51	-12%	0%	1%
52	-14%	-3%	2%
53	.	-6%	3%
54	3%	11%	-3%
